POLI inh: inhibitors of human DNA polymerase iota. Q9UNA4. Pol iota fluorescent replication assay, 10 min. Potency, µM (titrated, usually from 115 µM), without a hit: at the top dose activity, negative = inhibition, hits mostly inhibitors. 390,000 compounds, 1% hits. AID 588590; further: potency means the concentration at half of the fitted maximal effect
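Pol iota at 10 nM preincubated 15 min with compounds at room temperature; reaction started with fluorescent substrate, 50 nM final. Fluorescence read kinetically at 0 and 10 min; buffer-only wells as negative control.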
ERG Ets-DNA blk: ERG Ets/DNA interaction inhibition; P11308; fluorescence polarization, His-ERG Ets domain / labelled DNA; Potency, µM (doses to about 76.9 µM), for inactives: at the top dose FP activity, negative = inhibition, usual class: inhibitors; 370,000 compounds, 0.028% hits; active means well fitted inhibition curve with a large enough effect in the polarisation, with a control signal flat; inconclusive means small, poorly fitted or top-dose-only effect, or effect the other way, or a change in a side signal; inactive means no such curve, though single readings can be large or run the other way; the % refers to the polarisation;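 further: polarization taken with two DNA probes labelled with fluorescein and Texas red; potency means the concentration at half of the fitted maximal effect; % of control where 0% means no effect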
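His-tagged ERG Ets domain (1 uM in the protein solution; 300mM KCl, 50mM Tris-HCl, 1mM EDTA, 1mM DTT, pH 7.5) received compound, then a probe mix of 5 nM fluorescein-DNA and 100nM Texas-615-DNA. Fluorescence polarization was read for both dyes.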
Apoferritin bind: binds horse apoferritin like a general anesthetic. P02791. apoferritin/1-aminoanthracene competitive binding, fluorescence. 350,000 compounds, 0.074% hits. Potency, µM (top dose mostly 77.5 µM), without a hit: top-dose activity change, negative = displacement, usual class: inhibitors; further: potency means the concentration at half of the fitted maximal effect; on the % scale 0 is the no-effect control and ±100 the full control effect; nearly all actives have a fitted effect of over 20% in size
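Horse-spleen apoferritin (10 uM) was mixed with 50% saturated 1-aminoanthracene in PBS, exposed to compounds for 10 min at room temperature, and read for fluorescence (ex 380 nm, em 535 nm). Competitive displacement was fitted with a four-parameter Hill equation.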
TRHR ag: agonists of human TRH receptor; TRHR cells, calcium flux fluo-8, FDSS agonist mode; AID 493084; activation, % at 2 µM; 360,000 compounds, 0.18% hits; in the data active means activation above about 30%; further: 0% is about no effect
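Steps: seed TRHR cells overnight; add fluo-8 no-wash Ca dye, RT 30 min–1.5 h; record 10 s baseline; pin-transfer compounds; monitor fluorescence 1 cycle/s for the agonist window. Calcium increases flag candidate agonists.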
BLM inh: Bloom syndrome helicase (human) inhibition. Potency, µM (series often up to 56.1 µM), inactives show top-dose activity change, negative = inhibition, hits mostly inhibitors. AID 2528. recombinant BLM DNA unwinding, fluorescence dequenching. P54132. 350,000 compounds, 0.2% hits;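 further: potency means the concentration at half of the fitted maximal effect; plate controls were vehicle for no effect and no enzyme for full effect; nearly all actives have a fitted effect of over 35% in size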
POLK inh: inhibitors of human DNA polymerase kappa; Potency, µM (titrated, usually from 107 µM), for the others: top-dose activity, negative = inhibition, most hits filed as inhibitors; 400,000 compounds, 0.53% hits; AID 588579; purified Pol kappa, fluorescent DNA synthesis assay, 10 min; further: potency means the concentration at half of the fitted maximal effect; on the % scale 0 is the no-effect control and ±100 the full control effect
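Fluorescent qHTS in 1536-well format: enzyme (10 nM) and compound sat 15 min at room temperature before 50 nM substrate (final) was added. Signal taken at 0 and 10 min; no-enzyme buffer wells were negative controls.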
Pol beta inh: blocks human DNA polymerase beta activity | P06746 | Pol beta primer extension/strand displacement, fluorescence kinetic | Potency, µM (highest dose often 114 µM), without a hit: at the highest dose activity change, negative = inhibition, hits mostly inhibitors | 340,000 compounds, 1.3% hits | AID 485314; further: potency means the concentration at half of the fitted maximal effect; on the % scale 0 is the no-effect control and ±100 the full control effect
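Kinetic readout of DNA synthesis with strand displacement by Pol beta. Compound and 10 nM enzyme sit 15 min at room temperature; 50 nM substrate starts the reaction, read immediately and at 10 min.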
APEX1 inh: blocks human APE1 abasic DNA cleavage; 350,000 compounds, 0.35% hits; AID 2517; P27695; Potency, µM (titrated, usually from 65.8 µM), for inactives: at the top dose activity change, negative = inhibition, most hits filed as inhibitors; recombinant APE1, TAMRA/BHQ-2 abasic DNA cleavage fluorescence;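 further: potency means the concentration at half of the fitted maximal effect; plate controls were vehicle for no effect and reference inhibitor for full effect; nearly all actives have a fitted effect of over 55% in size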
Target sequence (P27695 whole entry, looked up): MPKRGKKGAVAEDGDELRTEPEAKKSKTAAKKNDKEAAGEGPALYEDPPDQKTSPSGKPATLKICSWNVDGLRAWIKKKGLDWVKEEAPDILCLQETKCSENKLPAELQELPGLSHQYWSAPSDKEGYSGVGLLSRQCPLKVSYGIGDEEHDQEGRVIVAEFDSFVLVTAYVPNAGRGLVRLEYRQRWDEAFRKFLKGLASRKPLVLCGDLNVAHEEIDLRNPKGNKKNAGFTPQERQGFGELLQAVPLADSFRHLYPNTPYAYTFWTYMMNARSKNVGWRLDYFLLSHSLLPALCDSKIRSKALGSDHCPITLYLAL
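Kinetic fluorescence read (525 ex/598 em nm, three reads 60 s apart) of AP-site incision; signal = third minus first read. Enzyme 0.75 nM, dual-labelled THF duplex 50 nM, compound preincubation 15 min RT.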
12-LOX inh: inhibitors of human 12S-lipoxygenase ALOX12; purified 12hLO, xylenol orange hydroperoxide absorbance; 580,000 compounds, 1.1% hits; AID 1671190; Potency, µM (highest dose often 108 µM), for the others: at the top dose activity change, negative = inhibition, most hits filed as inhibitors; P18054; further: potency means the concentration at half of the fitted maximal effect; on the % scale 0 is the no-effect control and ±100 the full control effect
Target sequence (P18054 whole entry, looked up): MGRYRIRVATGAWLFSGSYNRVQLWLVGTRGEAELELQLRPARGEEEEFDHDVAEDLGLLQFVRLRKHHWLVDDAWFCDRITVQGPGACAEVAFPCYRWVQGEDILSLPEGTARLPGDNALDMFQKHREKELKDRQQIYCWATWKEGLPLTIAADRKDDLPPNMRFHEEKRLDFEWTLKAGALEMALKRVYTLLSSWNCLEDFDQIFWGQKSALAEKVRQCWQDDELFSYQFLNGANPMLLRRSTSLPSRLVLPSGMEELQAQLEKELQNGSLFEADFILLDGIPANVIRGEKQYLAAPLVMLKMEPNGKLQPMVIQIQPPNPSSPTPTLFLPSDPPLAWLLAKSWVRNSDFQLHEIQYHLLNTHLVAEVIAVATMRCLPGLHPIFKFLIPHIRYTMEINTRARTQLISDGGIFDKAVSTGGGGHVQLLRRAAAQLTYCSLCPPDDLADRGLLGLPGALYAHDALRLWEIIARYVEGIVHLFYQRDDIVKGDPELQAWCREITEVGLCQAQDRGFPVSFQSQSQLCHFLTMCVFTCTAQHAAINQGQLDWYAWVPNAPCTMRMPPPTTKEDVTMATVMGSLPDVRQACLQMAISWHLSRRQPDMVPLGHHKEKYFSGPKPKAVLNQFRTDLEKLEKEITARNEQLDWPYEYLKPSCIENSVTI
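Hydroperoxide product was detected by ferrous iron/xylenol orange as the 573 to 405 nm absorbance ratio. Arachidonic acid at 40 uM (final) was turned over for 30 min at room temperature by 150 nM human 12hLO, pH 7.0 Hepes buffer, after 15 min compound preincubation.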
* = called active by the depositor; u = inconclusive; x = not tested or not shown; & = joins results of further samples; [ ] = remark or other dose. Unless noted, the call rests on the fitted dose curve; in most records, active means well fitted curve in the direction sought with a large enough effect; inconclusive means small, poorly fitted or top-dose-only effect, or another doubt; inactive means no such curve, though single readings can be large; an effect the other way counts as inactive or inconclusive. Some of the compounds tested (hit frequency here may not be typical).

SMILES	POLI inh	ERG Ets-DNA blk	Apoferritin bind	TRHR ag	BLM inh	POLK inh	Pol beta inh	APEX1 inh	12-LOX inh
Cc1ccc(S(=O)(=O)c2cc3c(=O)n4cccc(C)c4nc3n(CCc3ccccc3)c2=N)cc1C	-1%	-4%	x	x	x	-12%	x	x	1%
Cc1c(C(=O)Nc2ccc(N3CCOCC3)cc2)cccc1[N+](=O)[O-]	127%[activator]	-5%	-8%	0.3	0%	-12%	83%	1%	-4%
CC(=O)Oc1cccc(/C=c2\sc3nc(-c4ccco4)nn3c2=O)c1	u	5%	-4%	-0.3	1%	u	22µM*	-15%	3%
C=CCn1c(COc2ccc(F)cc2)nnc1SCC(=O)NC1CC1	42%[activator]	0%	x	0.1	x	-6%	x	-9%	-9%
C/C(=N\NC(=O)c1ccc(OC2CCCC2)cc1)c1ccc(O)cc1	79%[activator]	2%	u	-0.5	-3%	2%	-2%	12%	10%
NNC(=O)Cn1nc(Cc2ccccc2)n(N)c1=O	17%	0%	x	0.6	x	1%	x	-5%	5%
Cc1cccc(-c2cccc(-c3cc(=O)oc4cc5c(cc34)OCO5)c2)c1	x	x	1%[110 µM]	x	-8%[75.6 µM]	-18%	x	-3%	x
O=C(c1ccc(N2CCCCC2)c([N+](=O)[O-])c1)N(Cc1ccccc1)c1ccccn1	8%	-4%	u	-1.4	-11%	-5%	0%	-4%	-22%
CC(C)c1ccc(NC(=O)C2CCCN(S(=O)(=O)c3ccc4c(c3)C(C)(C)C(=O)N4C)C2)cc1 (stereo not drawn)	-19%	4%	-6%	0.5	-16%	-10%	6%	-10%	15%[57.4 µM]
O=C(c1cc2ccccc2[nH]1)N(Cc1cccnc1)CC1CCCN(C2CCCCC2)C1 (stereo not drawn)	49%[activator]	5%	-22%	0.2	-5%	4%	69%	8%	23%
CCc1nnc2c(Nc3ccccc3Br)nc3ccccc3n12	27%	5%	-4%	0.1	-4%	-20%	-3%	x	-21%
CCC1=C(OC(=O)N(CC)CC)N2C(=O)OC(=NCCc3c[nH]c4ccccc34)[C@]2(Cc2ccccc2)[C@H]2C1=CC[C@H]1C(=O)N(C)C(=O)[C@H]12	-10%	4%	-16%&-8%	0.2	-13%&-11%	-3%	-6%	-11%&-6%	-1%
COc1ccc(Cl)cc1NC(=O)C(C)OC(=O)C1=NNC(=O)CC1 (stereo not drawn)	0%	-4%	x	0.0	x	-11%	x	20%	10%
O=C(O)c1nn(CCOc2cccc(Br)c2)c(=O)c2ccccc12	57%[activator]	-1%	-3%	-0.2	-11%	-2%	-1%	22%	4%
CCCCCCCC1(C)NC(=O)N(c2ccccc2)N1 (stereo not drawn)	4%	x	u	-0.4	-7%	-12%	12%	-5%	u
Cn1c(SCc2ccccn2)nc2c1c(=O)[nH]c(=O)n2C	29%	2%	1%	0.8	-4%	1%	7%	-3%	-1%
O=C1c2oc3ccc(Br)cc3c(=O)c2C(c2cccnc2)N1Cc1ccco1 (stereo not drawn)	x	x	-16%	0.4	0%	x	19%	14%	x
C/C(=N\NC(=S)Nc1ccccc1C)c1cc2ccccc2o1	10%	-9%	-4%	0.1	-12%	-6%	2%	-3%	20µM*
CCC(C)(C)c1nnc(NC(=O)CCC2CCCCC2)s1	15%	5%	x	x	x	-11%	x	x	8%
CCC1C(=O)Nc2ccccc2N1C(=O)COc1ccccc1 (stereo not drawn)	27%	-3%	-7%	0.0	0%	-5%	39%	0%	0%
CCC1CN(C(=O)N2CCC(C(=O)NCCc3ccc(OC)c(OC)c3)CC2)c2ccccc2O1 (stereo not drawn)	40%&34%[activator]	21%&2%	-13%&-10%	0.9&-0.5	0%&0%	5%&-11%	28%&2%	-15%	14%&-3%
CCCCN(CCCC)C(=S)NC(=O)C(C)(C)C	58%[activator]	-1%	-10%	-1.4	3%	1%	29%	-8%	-9%
COc1cc(NC(=O)C(Cc2ccccc2)n2cccc2)cc(OC)c1 (stereo not drawn)	13%	-8%	-7%	0.3	-11%	-4%	3%	-5%	4%
O=C(CSc1ccccc1F)OCC(=O)N1CCN(C(=O)c2ccco2)CC1	u	2%	x	0.5	x	-4%	x	0%	-39%
COCc1cc(=O)[nH]c(N2CCN(Cc3ccc4c(c3)OCO4)CC2)n1	-10%	8%	12%	1.4	-1%	-6%	0%	4%	11%

Laid out differently: entries from further up
> CCC1=C(OC(=O)N(CC)CC)N2C(=O)OC(=NCCc3c[nH]c4ccccc34)[C@]2(Cc2ccccc2)[C@H]2C1=CC[C@H]1C(=O)N(C)C(=O)[C@H]12
  POLI inh: -10%	ERG Ets-DNA blk: 4%	Apoferritin bind: -16%&-8%	TRHR ag: 0.2	BLM inh: -13%&-11%	POLK inh: -3%	Pol beta inh: -6%	APEX1 inh: -11%&-6%	12-LOX inh: -1%
> O=C(c1ccc(N2CCCCC2)c([N+](=O)[O-])c1)N(Cc1ccccc1)c1ccccn1
  POLI inh: 8%	ERG Ets-DNA blk: -4%	Apoferritin bind: u	TRHR ag: -1.4	BLM inh: -11%	POLK inh: -5%	Pol beta inh: 0%	APEX1 inh: -4%	12-LOX inh: -22%

3 compounds from above, limited to POLK inh, APEX1 inh and TRHR ag.
Compound | POLK inh | APEX1 inh | TRHR ag
CCC(C)(C)c1nnc(NC(=O)CCC2CCCCC2)s1 | -11% | x | x
NNC(=O)Cn1nc(Cc2ccccc2)n(N)c1=O | 1% | -5% | 0.6
CC(C)c1ccc(NC(=O)C2CCCN(S(=O)(=O)c3ccc4c(c3)C(C)(C)C(=O)N4C)C2)cc1 (stereo not drawn) | -10% | -10% | 0.5

Returning to the listing; the 5 compounds before the break are reprinted first.
SMILES	POLI inh	ERG Ets-DNA blk	Apoferritin bind	TRHR ag	BLM inh	POLK inh	Pol beta inh	APEX1 inh	12-LOX inh
CCC1CN(C(=O)N2CCC(C(=O)NCCc3ccc(OC)c(OC)c3)CC2)c2ccccc2O1 (stereo not drawn)	40%&34%[activator]	21%&2%	-13%&-10%	0.9&-0.5	0%&0%	5%&-11%	28%&2%	-15%	14%&-3%
CCCCN(CCCC)C(=S)NC(=O)C(C)(C)C	58%[activator]	-1%	-10%	-1.4	3%	1%	29%	-8%	-9%
COc1cc(NC(=O)C(Cc2ccccc2)n2cccc2)cc(OC)c1 (stereo not drawn)	13%	-8%	-7%	0.3	-11%	-4%	3%	-5%	4%
O=C(CSc1ccccc1F)OCC(=O)N1CCN(C(=O)c2ccco2)CC1	u	2%	x	0.5	x	-4%	x	0%	-39%
COCc1cc(=O)[nH]c(N2CCN(Cc3ccc4c(c3)OCO4)CC2)n1	-10%	8%	12%	1.4	-1%	-6%	0%	4%	11%
CC(=O)c1c(C)[nH]c(C(=O)NCCc2ccccc2)c1C	6%	0%	-7%	0.5	-4%	-17%	17%	15%	24%
O=C(NNC(=S)NC(=O)c1ccc(F)cc1)c1cccnc1	42%[activator]	-7%	3%	-0.3	-1%	-8%	0%	12%[12.4 µM]	-21%
CC(C)C(=O)Nc1ccc(Cc2ccc(NC(=O)C(C)C)c(O)c2)cc1O	5%	-4%	u	0.4	-8%	-6%	14%	-4%	-13%
CCOC(=O)/C(C#N)=C/C1=C(N2CCOCC2)CC(C)(C)OC1	11%	10%	-6%	0.2	0%	-2%	-23%	4%	8%
C#CCSc1nc2sc3c(c2c(=O)n1-c1cccc(OC)c1)CCN(C(C)=O)C3	-25%	15%	134%[activator]	0.1	-10%	-17%	21%	x	-19%
CCOC(=O)C1=C(C)N=C(/N=C/N(C)C)SC1c1ccccc1 (stereo not drawn)	26%	5%	-14%	-0.1	-1%	-6%	24%	-9%	1%[57.4 µM]
CCCCOc1ccc(/C=N/NC(=S)Nc2cc(C)ccc2C)cc1	13%	-8%	0%	0.2	-5%	-18%	14%	0%	u
CC(C)c1ccc(NC(=O)COC(=O)[C@@H]2CCCN2C(=O)c2cccs2)cc1	24%	0%	x	x	x	-14%	x	-4%	-1%
CCN1C(=O)[C@H]2[C@@H](c3ccc(C)cc3)N3C(=O)N(c4ccc(C(F)(F)F)cc4)C(=O)[C@@]3(CC)[C@H]2C1=O	-5%	-14%	-9%	2.9	-1%	15%	-1%	-25%	-15%
COc1ccc(Nc2cc(C)nc3nc(C)nn23)c(OC)c1	23%	-7%	-13%	-0.2	-3%	9%	-15%	-2%	116%[activator]
COc1ccc(CNC2=CC(=O)CC(C)(C)C2)cc1	3%	5%	-14%	0.0	-10%	-7%	-1%	2%	-16%
COc1cc(/C=C/c2ccccc2)cc(OC)c1	45%[activator]	1%	x	x	x	-5%	x	x	u
O=C(O)c1ccc(N=Nc2c(O)[nH]c3cc(Cl)ccc23)cc1	-4%	-2%	1%	9.2	-5%	u	8%	13%	0%
S=C(NC1CCCCC1)NN(c1ccccc1)c1ccccc1	7%	2%	-6%	-2.1	-7%	-9%	27%	1%	40µM*
Cc1nc2nc(NC(=O)C(C)C)[nH]n2c(=O)c1Cc1ccccc1	-16%	-1%	1%	-0.1	4%	-4%	0%	x	-28%
COc1ccc(S(=O)(=O)Nc2cc(C)nn2-c2ccccc2)cc1	2%	1%	-11%	0.2	-5%	-6%	u	3%	-17%
N/C(=N\OC(=O)C1CCCCC1)c1cccc(Br)c1	12%	10%	-1%	2.1	-7%	11%	1%	12%	x
CCC(=O)Nc1ccc(S(=O)(=O)N2CCc3ccccc32)cc1	19%	-8%	-3%	0.3	-4%	-5%	0%	17%	u
COc1cc(/C=N/Nc2ccccn2)cc(OC)c1O	38%[activator]	6%	-7%	-0.4	-11%	-3%	u	0%	u
